KB-V1 cytotox: kills drug-selected multidrug resistant KB-V1 cells. AID 1347076. Potency, µM (doses to about 46.1 µM), without a hit: at the top dose activity change, negative = cytotoxicity, actives largely listed as cytotoxic. KB-V1 MDR cells viability, CellTiter-Glo, 72 h. 3.4% of 400,000 active; further: on the % scale 0 is the no-effect control and ±100 the full control effect; nearly all actives have a fitted effect of over 60% in size
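Cytotoxicity via CellTiter-Glo luminescence after 72 h compound exposure at 37 degrees C. Cells: drug-selected KB-V1 line, DMEM phenol-red free plus 10% FBS. Compounds tested at multiple concentrations; normalized data fitted to concentration-effect curves.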
GLP-1R agonist: agonists of human GLP-1 receptor; P43220; HEK293 GLP-1R CRE-luciferase, luminescence, 4-6 h; cells express a hypersensitive GLP-1R form; Potency, µM (series often up to 45.6 µM), without a hit: top-dose activation, actives largely listed as activators; 0.007% of 380,000 active; further: % of control where 0% means no effect
Target sequence (P43220 whole entry, looked up): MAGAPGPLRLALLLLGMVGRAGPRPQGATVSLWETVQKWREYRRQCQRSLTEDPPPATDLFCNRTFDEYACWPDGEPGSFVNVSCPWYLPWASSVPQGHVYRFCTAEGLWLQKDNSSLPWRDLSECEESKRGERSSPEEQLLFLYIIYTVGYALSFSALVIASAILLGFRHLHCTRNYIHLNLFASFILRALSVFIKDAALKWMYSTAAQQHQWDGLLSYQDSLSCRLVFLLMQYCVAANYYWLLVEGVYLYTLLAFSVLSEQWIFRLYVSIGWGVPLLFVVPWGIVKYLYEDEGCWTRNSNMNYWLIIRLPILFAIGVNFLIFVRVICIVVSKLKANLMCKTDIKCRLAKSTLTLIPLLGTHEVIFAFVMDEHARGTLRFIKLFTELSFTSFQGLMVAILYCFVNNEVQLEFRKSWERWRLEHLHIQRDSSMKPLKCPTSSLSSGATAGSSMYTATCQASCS
HT1080NT lethal: kills 2HG-producing HT-1080-NT fibrosarcoma cells. HT-1080-NT fibrosarcoma viability, CellTiter-Glo ATP luminescence, 48 h. Potency, µM (top dose mostly 46.1 µM), for the others: at the top dose activity, negative = less viability, hits mostly cytotoxic. 1.6% of 360,000 active. AID 686970;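 further: NT is the 2HG producing partner of a matched IDH1 knockdown line; 0% = DMSO-treated cells and -100% = media-only wells without cells; nearly all actives have a fitted effect of over 55% in size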
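Compounds were tested in concentration-response format on HT-1080-NT cells for 48 hours at 37 degrees C. Cell viability came from CellTiter-Glo luminescence; curves were classified by r2, response magnitude and activity.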
SW480 rerep: inducers of DNA re-replication in SW480 colon cancer cells; Potency, µM (series often up to 46.1 µM), without a hit: top-dose re-replication activation, most hits filed as activators; SW480 DNA re-replication, Hoechst DNA content imaging, 48 h; 1.8% of 340,000 active; AID 624297; further: % of control where 0% means no effect; nearly all actives have a fitted effect of over 55% in size
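Compounds, transferred as 23 nL by pin tool, were incubated with cells for 48 hr; DNA content per nucleus was then quantified by Hoechst staining and fluorescence plate imaging.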
HT1080 IDH1KD tx: kills HT-1080 cells with IDH1 knockdown. HT-1080 IDH1 knockdown viability, ATP luminescence, 48 h. Potency, µM (titrated, usually from 46.1 µM), without a hit: at the top dose activity, negative = toxicity, actives largely listed as cytotoxic. 2% of 360,000 active;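 further: 0% = DMSO wells and -100% = cell-free medium wells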
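Using the IDH1-knockdown HT-1080 line run in the same batch and compound series as the NT line, viability after 48 h at 37 °C was determined by CellTiter-Glo luminescence and expressed as % activity.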
GLP1R cytotox: cytotoxicity counter-screen for GLP-1 receptor inverse agonists; HEK293 cAMP-luciferase reporter cells, luminescence, 24 h; Potency, µM (titrated, usually from 38.3 µM), for inactives: top-dose activity change, negative = inhibition, actives largely listed as inhibitors; 0.13% of 410,000 active; AID 624418;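 further: loss of luciferase light is scored as toxicity; on the % scale 0 is the no-effect control and ±100 the full control effect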
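1536-well qHTS counterscreen of the MLSMR; 200 cells/uL, 12 h pre-incubation, 23 nL cpd, 24 h at 37 deg C 5% CO2, luciferase detection reagent, 12 min RT, luminescence. Inhibition = undesired.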
KB-3-1 cytotox: KB-3-1 parental cell cytotoxicity; Potency, µM (highest dose often 46.1 µM), without a hit: at the highest dose activity change, negative = cytotoxic, most hits filed as cytotoxic; KB-3-1 viability, CellTiter-Glo ATP luminescence, 72 h; 1.4% of 400,000 active; further: on the % scale 0 is the no-effect control and ±100 the full control effect; nearly all actives have a fitted effect of over 60% in size
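Multi-concentration cytotoxicity screen in KB-3-1 cells grown in DMEM lacking phenol red with 10% FBS. After 72 h at 37 °C with compound, ATP-dependent luminescence was recorded.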
GLP-1R inv ag: acts as inverse agonist at human GLP-1 receptor; P43220; HEK293 GLP-1R CRE-luciferase, luminescence, 24 h; GLP-1R form is constitutively active; Potency, µM (top dose mostly 38.3 µM), without a hit: at the top dose activity change, negative = inhibition, actives largely listed as inhibitors; 1.6% of 410,000 active; AID 624417; further: on the % scale 0 is the no-effect control and ±100 the full control effect; nearly all actives have a fitted effect of over 55% in size
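Cells are plated, allowed 12 hours at 37 deg C, then treated with compounds for 24 hr before luciferase detection reagent is added and luminescence is read after 12 min at room temperature. The HEK293 line carries constitutively active GLP-1R with a cAMP-responsive reporter.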
TDP-43 yeast inh: inhibitors of TDP-43 toxicity in yeast. TDP-43 expressing yeast growth rescue, BacTiter-Glo, 24 h. Potency, µM (doses to about 46.1 µM), for inactives: at the top dose growth rescue (activation), hits mostly activators. 1.8% of 410,000 active. AID 652104; further: % of control where 0% means no effect; nearly all actives have a fitted effect of over 50% in size
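Cell-based yeast growth screen: TDP-43 expression induced in galactose, inoculum OD600=0.02 after raffinose pregrowth to mid-log. Read-out BacTiter-Glo luminescence at 24 hr, 30 deg C; inhibition of toxicity seen as signal increase.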
Active calls of the source: *; ? = inconclusive; nt = no result given; & = joins results of further samples; [ ] = another dose, or the depositor's remark. The call rests on the fitted dose curve; in most records, active means well fitted curve in the direction sought with a large enough effect; inconclusive means small, poorly fitted or top-dose-only effect, or another doubt; inactive means no such curve, though single readings can be large; an effect the other way counts as inactive or inconclusive. Potency means the concentration at half of the fitted maximal effect.

# | SMILES | KB-V1 cytotox | GLP-1R agonist | HT1080NT lethal | SW480 rerep | HT1080 IDH1KD tx
1 | COc1ccc(C(=O)N2CCCCC2C(=O)Nc2ccc(-n3nc(C)cc3C)cc2)o1 (stereo not given) | -16% | 6% | 7% | -13% | 4%
2 | CCCCCCSc1ccc(-c2nc3ccc(C)cn3c2NCc2ccccc2)cc1 | ? | 1%&6% | 1%&-9% | -2%[9.22 µM] | -3%&-13%
3 | COc1ccc(C#Cc2ccc3c(c2)O[C@H](CN(C)S(=O)(=O)c2ccccc2F)[C@H](C)CN([C@H](C)CO)S3(=O)=O)cc1 | -13% | -3% | 7% | nt | 0%
4 | Cc1ccc(S(=O)(=O)NCCC(=O)OCc2ccc([N+](=O)[O-])cc2)cc1C | 4% | -6% | 5% | -6% | 3%
5 | CCCCOc1ccc(/C=C(\C#N)C(=O)NC2CC2)cc1 | 6% | 7% | 1% | -2% | 15%
6 | Cc1nc(Nc2nc(-c3ccccc3)cc(=O)[nH]2)nc2ccccc12 | ? | 0% | ? | ? | 18µM*
7 | Cc1ccc(S(=O)(=O)N(CC(=O)Nc2cccc([N+](=O)[O-])c2)C(=O)N2CCN(C)CC2)cc1 | 4% | -9% | -3% | 13% | 0%
8 | CCOC(=O)COc1ccc([N+](=O)[O-])cc1-c1ccnc2cc(-c3ccc(Cl)cc3)nn12 | ? | -2% | nt | nt | nt

# | GLP1R cytotox | KB-3-1 cytotox | GLP-1R inv ag | TDP-43 yeast inh
1 | 4% | 4% | -20% | ?
2 | 8%&-3% | ? | ? | 14%
3 | 1% | 0% | -8% | 26%
4 | 6% | ? | -25% | 20µM*
5 | 4% | 0% | -17% | -10%
6 | ? | ? | -20% | ?
7 | -5% | -1% | 0% | 4%
8 | -4% | -13% | 0% | 17%

Other records.
# | SMILES | KB-V1 cytotox | GLP-1R agonist | HT1080NT lethal | SW480 rerep | HT1080 IDH1KD tx
9 | CC(C)OC(=O)CSc1nnc(-c2ccncc2)n1N | ? | -8% | 2% | -2% | 0%
10 | O=c1c(-c2nnc(SCc3ccc(Cl)cc3)o2)cccn1Cc1ccccc1 | 4.6µM* | -1% | ? | 19% | ?
11 | CCCN1CCN(c2ncnc3sc(C(=O)Nc4c(C)cc(C)cc4C)c(C)c23)CC1 | ? | nt | nt | nt | nt
12 | COc1ccc(C(N)c2csc(Nc3ccc(C(F)(F)F)cn3)n2)cc1 (stereo not given) | 3% | -10% | ? | nt | ?
13 | Cc1cccnc1NC(=O)COc1ccc2oc3c(c2c1)CCCC3 | -30% | 24% | -4% | -3% | -18%
14 | O=C(Nc1nc2n(n1)C(c1ccccc1)CC(c1ccc(Cl)cc1)N2)c1ccco1 (stereo not given) | 1% | -19% | -7% | 15% | 0%
15 | N/C(=N\O)c1ccc(NC(=O)c2ccc(Br)o2)cc1 | 11% | 0% | 8% | -1% | -2%
16 | CN(Cc1ccco1)S(=O)(=O)c1nnc(NC(=O)c2ccccc2Cl)s1 | ? | -1% | 0% | 25% | -2%

# | GLP1R cytotox | KB-3-1 cytotox | GLP-1R inv ag | TDP-43 yeast inh
9 | 2% | 9% | 0% | -9%
10 | -8% | -24% | 0% | ?
11 | -4% | 21µM* | -7% | -7%
12 | -13% | 0% | ? | 4%
13 | 67%[activator] | 1% | 4% | ?
14 | -14% | 9% | ? | 5%
15 | -9% | -1% | 33%[activator] | 23%
16 | -8%&7% | -8%&-7% | -3%&1% | 23%&0%

More records follow.
# | SMILES | KB-V1 cytotox | GLP-1R agonist | HT1080NT lethal | SW480 rerep | HT1080 IDH1KD tx
17 | CN1C(=O)c2ccccc2Sc2ccc(NC(=O)COc3ccccc3)cc21 | -26% | nt | nt | nt | nt
18 | CC(C)[C@H](NS(=O)(=O)c1ccccc1F)C(=O)NC1CCCCC1 | 5% | 1% | 7% | -7% | 4%
19 | Cn1cnc(S(=O)(=O)N2CCN(c3ccccc3)CC2)c1 | -3% | -6% | 0% | -3% | 6%
20 | O=C(NCC1CC1)c1ccc(Oc2cc(Cl)cc(Cl)c2)o1 | -16% | 4% | -9% | 18% | -9%
21 | COc1ccc(Cl)cc1NC(=O)CN(C)C(=O)CSc1ccc2c(c1)OCCO2 | 0% | 4% | 1% | -17% | 0%
22 | CSCCCNC(=S)N1CCc2ccccc2C1 | -2% | 1% | 14% | -14% | -1%
23 | N#Cc1ccc2ccn(CC(=O)NC3CCCCC3)c2c1 | -8% | 1% | -8% | -1% | -7%
24 | C=CCc1ccc(OCCn2cccc2C=O)c(OC)c1 | 1% | 10% | 2% | -6% | 14%

# | GLP1R cytotox | KB-3-1 cytotox | GLP-1R inv ag | TDP-43 yeast inh
17 | ? | -2% | ? | -18%
18 | 1% | 7% | 13% | 12%
19 | -6% | 4% | 15% | -3%
20 | 15% | -12% | ? | 7%
21 | 1% | 30% | ? | 20µM*
22 | -20% | 3% | ? | 9%
23 | 2% | 2% | 7% | 43%
24 | 2% | 5% | 0% | 7%

(more compounds)
# | SMILES | KB-V1 cytotox | GLP-1R agonist | HT1080NT lethal | SW480 rerep | HT1080 IDH1KD tx
25 | Cc1cc(=O)oc2cc(OCCCN3C(=O)c4ccccc4C3=O)ccc12 | -15% | 0% | 21% | nt | 6%
26 | CCOc1cc(C2Nc3ccccc3-c3nnc(SCc4ccccc4)nc3O2)ccc1OC (stereo not given) | 7% | nt | nt | nt | nt
27 | CC1(C)CC(=O)C2=C(C1)Nc1ccccc1S2 | -4% | 10% | 10% | ? | 8%
28 | CCOC(=O)C1(CCOc2ccccc2)CCN(Cc2ccc(CO)o2)CC1 | -11% | 13% | -2% | 0% | -19%
29 | Oc1c(C(c2ccccc2F)N2CCN(c3ccccc3F)CC2)sc2nc(-c3ccco3)nn12 (stereo not given) | ? | nt | nt | nt | nt
30 | O=C(c1ccco1)N1CCN(C(=O)c2cnn3c2NC(c2cccs2)CC3C(F)(F)F)CC1 (stereo not given) | 0% | 12% | 2% | -3% | 1%
31 | O=C(O)c1cc2ccccc2cn1 | 1% | 6% | 10% | 1% | 10%
32 | O=C(O)CC1NC(=O)N(C2CCCCC2)C1=O (stereo not given) | 7% | -2% | 10% | -25% | 13%

# | GLP1R cytotox | KB-3-1 cytotox | GLP-1R inv ag | TDP-43 yeast inh
25 | -10% | 23% | 29% | 24%
26 | 1% | 17% | 38%[activator] | 24%
27 | 12% | -3% | -17% | -17%
28 | 7% | -22% | ? | -33%[inhibitor]
29 | -4% | 9% | 14% | ?
30 | 1% | ? | 4% | -14%
31 | -4% | 4% | 5% | -5%
32 | 0% | ? | -3% | 5%

The results go on:
# | SMILES | KB-V1 cytotox | GLP-1R agonist | HT1080NT lethal | SW480 rerep | HT1080 IDH1KD tx
33 | COc1ccc(N2CCN(C(=O)c3cc4c(-c5ccccc5F)nn(C)c4s3)CC2)cc1 | -9% | nt | nt | nt | nt
34 | Cc1ccc(F)c(NC(=O)CCOc2ccccc2C)c1 | -8% | 18% | 7% | -5% | 13%
35 | O=C(c1ccc(CS(=O)(=O)c2ccccc2)o1)N1CCOCC1 | 13% | -2% | 4% | 1% | 6%
36 | COc1ccc(OC)c(C2C(C(N)=O)=C(C)Nc3nc(-c4cccc(Cl)c4)nn32)c1 (stereo not given) | 1%&8% | 7% | -27% | 8% | ?
37 | COC(=O)c1sccc1NC(=O)CCC1CCCCC1 | 0% | 0% | -13% | 0% | -2%
38 | O=C(NC(Nc1nc2ccc([N+](=O)[O-])cc2s1)(C(F)(F)F)C(F)(F)F)c1ccccc1 | 0.52µM* | -3% | 5.2µM* | 21µM* | 5.2µM*
39 | COc1cc(/C=C/C(=O)O)cc(S(=O)(=O)NCCCC(=O)O)c1OC | 7% | -1% | 21% | -11% | 1%
40 | CCOC(=O)CNc1ncc(C(F)(F)F)cc1Cl | ? | -2% | -1% | -3% | 24%

# | GLP1R cytotox | KB-3-1 cytotox | GLP-1R inv ag | TDP-43 yeast inh
33 | 1% | -14% | ? | 20µM*
34 | -4% | 0% | ? | ?
35 | 3% | 3% | 6% | 25%
36 | -16%&-3% | -20%&-26% | 4%&15% | -3%
37 | 6% | -5% | ? | 16%
38 | -28% | ? | -4% | ?
39 | -7% | 9% | 9% | -14%
40 | 5% | 1% | 9% | 10%
